S100A4 inh HTS – S100A4-myosin IIA interaction inhibition; S100A4/TAMRA-MyoIIA peptide fluorescence polarization; inhibition, % at 10.7 µM; 0.14% of 360,000 active;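 active = mean inhibition of at least 70% across replicates, with every replicate also reaching that level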
Target sequence (P26447 whole entry, looked up): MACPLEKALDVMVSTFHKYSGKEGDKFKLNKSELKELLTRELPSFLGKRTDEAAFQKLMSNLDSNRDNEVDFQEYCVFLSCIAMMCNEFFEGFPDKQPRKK
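System – human S100A4 monomer protein, biochemical binding assay · Buffer or medium – Calcium-containing HEPES buffer, pH 7.2 · Timing – 5 min between mix addition and reading · Also added – TAMRA-labelled myosin IIA heavy-chain peptide probe, 5 nM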
RAD52 inh – inhibitors of human RAD52 DNA annealing; inhibition, % at 18.7 µM; P43351; 0.46% of 360,000 active; recombinant RAD52 DNA annealing, FRET fluorescence;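 active = every replicate showing at least 50% inhibition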
ERAP1 HTS inh – ERAP1 (human) enzyme inhibition. Q9NZ08. inhibition, % at 10.7 µM. recombinant ERAP1, Leu-AMC fluorescence, 60 min. 0.15% of 340,000 active. AID 652197;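 active = mean replicate inhibition of at least 30%, or all replicates individually reaching that 30% level; inactive = mean below 30% and not every replicate reaching it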;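 note: 0% = neutral control wells and 100% = L-leucinethiol positive control wells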
RAD54 branch – RAD54 (human) branch migration inhibition. Q92698. RAD54 Holliday junction branch migration, FAM/BHQ fluorescence. inhibition, % at 10.4 µM. 0.14% of 360,000 active;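 active = mean normalized replicate activity at least 40 and at least half of replicates scoring 40 or more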;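 note: 0% = median of neutral control wells and 100% = median of positive control wells; inhibitors cause a drop in the FAM fluorescence signal; in these data hits start at about 50%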
Target sequence (Q92698 whole entry, looked up): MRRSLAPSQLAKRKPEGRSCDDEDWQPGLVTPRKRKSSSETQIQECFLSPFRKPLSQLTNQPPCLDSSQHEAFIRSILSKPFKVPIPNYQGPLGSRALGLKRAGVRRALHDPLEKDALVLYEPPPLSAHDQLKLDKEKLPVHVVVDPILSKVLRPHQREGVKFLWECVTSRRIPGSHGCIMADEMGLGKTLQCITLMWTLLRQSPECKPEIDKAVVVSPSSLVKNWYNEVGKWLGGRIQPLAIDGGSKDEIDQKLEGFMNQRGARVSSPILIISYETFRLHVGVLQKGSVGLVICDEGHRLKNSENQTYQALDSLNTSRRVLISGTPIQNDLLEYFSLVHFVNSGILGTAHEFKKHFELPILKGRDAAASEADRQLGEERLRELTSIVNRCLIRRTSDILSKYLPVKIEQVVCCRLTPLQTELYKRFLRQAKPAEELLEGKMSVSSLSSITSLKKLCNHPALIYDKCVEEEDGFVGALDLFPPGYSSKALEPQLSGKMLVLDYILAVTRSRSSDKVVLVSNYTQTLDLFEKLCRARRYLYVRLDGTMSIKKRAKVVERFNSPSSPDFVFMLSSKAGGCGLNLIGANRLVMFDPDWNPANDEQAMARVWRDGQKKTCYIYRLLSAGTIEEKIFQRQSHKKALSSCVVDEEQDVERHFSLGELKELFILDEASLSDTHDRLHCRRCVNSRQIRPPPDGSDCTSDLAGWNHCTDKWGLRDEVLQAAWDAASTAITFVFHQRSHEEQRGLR
Xi reactivation – reactivates the inactive X chromosome in mouse fibroblasts. XiGFP mouse fibroblasts, % GFP-positive cells imaging, 3 d; cells co-treated with 5-aza-dC sensitizer; scaled so ellipticine positive control = 100%. activation, % at 7.58 µM. 0.055% of 360,000 active. AID 743238;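 active = mean normalized replicate activation at least 10% and every replicate at or above 10%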;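 note: 0% = median of on-plate neutral control wells and 100% = ellipticine 6 µM median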
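Material: XiGFP fibroblasts, SV40-immortalized. Buffer or medium: DMEM plus 5-aza-dC sensitizer. Compound: single concentration per compound, delivered by pin transfer. Times: 3 days compound exposure. Controls: ellipticine 6 µM.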
ERp5 block – ERp5 (human) disulfide isomerase inhibition; Q15084; ERp5 insulin aggregation, absorbance 650 nm, 90 min; inhibition, % at 9.99 µM; 0.05% of 350,000 active;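 active = mean replicate inhibition above about 25%, with every replicate also reaching it, limit read from the data, passing the limit was not always enough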
esBAF inh – inhibitors of esBAF chromatin remodeling in mouse ES cells; Bmi1-luciferase knock-in reporter, 24 h; 100% = twice the neutral-well signal; reporter increase, % at 12.5 µM; 2% of 350,000 active; AID 602393; in the data active = activation above about 40%;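 note: 0% = median of the plate's neutral control wells and 100% = double that signal; a rise in the Bmi1 reporter signal indicates esBAF inhibition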
E-sel inducer – induces E-selectin expression in human endothelial cells; P16581; HUVEC E-selectin immunofluorescence imaging; normalized: neutral wells 0, TNF-alpha wells 100; activation, % at 7.58 µM; 0.37% of 260,000 active;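 active = mean E-selectin-positive cell signal at least 10% of the positive control, reached in at least 60% of replicates, without over 20% cell loss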;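 note: in these data hits start at about 27%; measured in HUVEC primary endothelial cells; signal is the percent of cells scored E-selectin positive by PE staining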
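assay system = HUVEC, human umbilical vein endothelial cells | input = 3,000 HUVEC seeded per well | medium = EGM-2 growth medium on 0.1% gelatin-coated wells | dosing = one compound dose added by pin transfer | signal = immunofluorescence imaging | read-out basis = % PE-positive cells | control set = TNF-alpha, DMSO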
The depositor's hits bear a star.

What do the screens show for `C[C@H]1CN([C@@H](C)CO)C(=O)Cc2cc(NC(=O)c3ccncc3)ccc2O[C@@H]1CN(C)Cc1ccc(C(=O)Nc2ccccc2N)cc1`?
S100A4 inh HTS: 1.3; RAD52 inh: -12.4; ERAP1 HTS inh: 2.3; Xi reactivation: 0.0; ERp5 block: -2.5; E-sel inducer: -8.9

What do the screens show for `O=C(COc1ccc(S(=O)(=O)N2CCCC2)cc1)N1CCN(c2ccccc2F)CC1`?
S100A4 inh HTS: -6.8; RAD52 inh: 6.3; ERAP1 HTS inh: -5.9; RAD54 branch: 6.5; Xi reactivation: 0.2; ERp5 block: 3.4; esBAF inh: 2.6; E-sel inducer: -0.1

How did COC(=O)[C@@]12C[C@@H](CC(=O)NCCCN3CCCC3=O)C(=O)N(Cc3ccccc3)C1=CCC(C)(C)C2 do in these assays?
S100A4 inh HTS: -0.5; RAD52 inh: -4.6; ERAP1 HTS inh: 6.6; Xi reactivation: -0.1; ERp5 block: -1.4; E-sel inducer: -0.2

How did CC1CCC2(CC1)NC(=O)N(CC(=O)NCc1ccc(F)cc1)C2=O (centres undefined) do in these assays?
S100A4 inh HTS: 4.7; RAD52 inh: 1.4; ERAP1 HTS inh: -1.1; RAD54 branch: 3.5; Xi reactivation: 0.0; ERp5 block: 7.9; esBAF inh: 4.3; E-sel inducer: -0.2

How did Cc1noc(C)c1NC(=O)N(C)C[C@@H]1Oc2c(cccc2N(C)C)C(=O)N([C@@H](C)CO)C[C@H]1C do in these assays?
S100A4 inh HTS: 11.2; RAD52 inh: -0.4; ERAP1 HTS inh: 1.4; RAD54 branch: -5.8; Xi reactivation: -0.2; ERp5 block: -1.8; esBAF inh: 4.5; E-sel inducer: 0.0

How did COc1ccc(CN2C(=O)C(CC(=O)NC3CCCC3)CC(C(=O)N(C(C)C)C(C)C)=C2C)cc1 (centres undefined) do in these assays?
S100A4 inh HTS: -1.1; RAD52 inh: 1.0; RAD54 branch: -8.8; Xi reactivation: 0.0; ERp5 block: -1.1; esBAF inh: -1.2; E-sel inducer: -6.8

How did COc1ccc(NC(=O)CCNS(=O)(=O)c2cccc3nonc23)cc1 do in these assays?
S100A4 inh HTS: -2.1; RAD52 inh: -11.5; ERAP1 HTS inh: -1.1; RAD54 branch: -4.5; ERp5 block: 2.4; esBAF inh: -9.2

What do the screens show for `CCCCCC(=O)N1C[C@@H](n2cc(-c3ccc(F)cc3)nn2)[C@H](O)C[C@@H]1c1ccc(OC)cc1`?
S100A4 inh HTS: -13.0; RAD52 inh: 4.5; ERAP1 HTS inh: 0.9; Xi reactivation: 0.1; ERp5 block: -6.1; esBAF inh: 1.3; E-sel inducer: 0.3

Results for CCCC(=O)Nc1ccc2c(c1)OC[C@H](C)N(C(=O)c1ccncc1)C[C@@H](C)[C@@H](OC)CN(C)C2=O ?
S100A4 inh HTS: 2.6; RAD52 inh: 7.8; ERAP1 HTS inh: -2.1; RAD54 branch: -13.4; Xi reactivation: 0.0; ERp5 block: 1.8; esBAF inh: -3.2; E-sel inducer: 0.0

What do the screens show for `CCOc1ccc2[nH]cc(S(=O)(=O)c3ccc(Cl)cc3)c(=O)c2c1`?
S100A4 inh HTS: -1.6; RAD52 inh: -13.0; ERAP1 HTS inh: -2.9; Xi reactivation: 0.2; ERp5 block: 0.8

Results for CCCC(NC(=O)CCc1c(C)c2cc3c(-c4ccccc4)coc3cc2oc1=O)C(=O)O (centres undefined) ?
S100A4 inh HTS: -11.5; RAD52 inh: -20.0; ERAP1 HTS inh: 2.6; RAD54 branch: -16.3; Xi reactivation: 0.3; ERp5 block: -5.2; esBAF inh: -18.5; E-sel inducer: -0.1

Results for Cc1ccc(C)c(CSc2nnc(C)c(=O)[nH]2)c1 ?
S100A4 inh HTS: 6.1; RAD52 inh: -8.0; ERAP1 HTS inh: 0.1; Xi reactivation: 0.1; ERp5 block: 2.6

What do the screens show for `COc1ccc(CN(C)C(=O)c2[nH]c(C)c(C(C)=O)c2C)c(OC)c1OC`?
S100A4 inh HTS: -0.2; RAD52 inh: -10.7; ERAP1 HTS inh: 1.3; Xi reactivation: 0.3; ERp5 block: -5.6; esBAF inh: 3.3; E-sel inducer: -0.1

Results for CN1CCN(C(=O)C2CCC(CNS(=O)(=O)c3cccc4cccnc34)CC2)CC1 (centres undefined) ?
S100A4 inh HTS: -4.4; RAD52 inh: -10.5; RAD54 branch: -0.2; Xi reactivation: -0.1; ERp5 block: 0.9; esBAF inh: -0.2

How did Cc1noc(C)c1NC(=O)Nc1ccc2c(c1)C(=O)N([C@@H](C)CO)C[C@H](C)[C@@H](CN(C)Cc1ccc3c(c1)OCO3)O2 do in these assays?
S100A4 inh HTS: -1.6; RAD52 inh: -9.4; ERAP1 HTS inh: 3.5; RAD54 branch: 9.3; Xi reactivation: 0.1; ERp5 block: 0.9; esBAF inh: -1.8

How did C[C@@H]1CN([C@H](C)CO)C(=O)c2cc(NC(=O)Cc3ccccc3)ccc2O[C@@H]1CN(C)Cc1ccc2c(c1)OCO2 do in these assays?
S100A4 inh HTS: 1.4; RAD52 inh: 2.5; ERAP1 HTS inh: 0.8; RAD54 branch: 3.4; Xi reactivation: 0.1; ERp5 block: 4.6; esBAF inh: 1.4; E-sel inducer: -5.2

Results for Cc1cccc(C(=O)O/N=C(\N)CS(=O)(=O)c2ccccc2)c1 ?
S100A4 inh HTS: -1.2; RAD52 inh: 3.3; ERAP1 HTS inh: 0.3; RAD54 branch: 12.0; Xi reactivation: 0.8; ERp5 block: -4.1

Results for CS(=O)(=O)N1CCN=C1SCc1ccc(F)cc1 ?
S100A4 inh HTS: -5.2; RAD52 inh: -12.4; ERAP1 HTS inh: -5.4; RAD54 branch: -0.4; Xi reactivation: 0.1; ERp5 block: -2.2; esBAF inh: -2.1

What do the screens show for `O=C1COc2ccc(S(=O)(=O)N3CCc4ccccc43)cc2N1`?
S100A4 inh HTS: -0.5; RAD52 inh: -12.8; ERAP1 HTS inh: 7.3; RAD54 branch: 5.7; Xi reactivation: 0.0; ERp5 block: 0.3; esBAF inh: -3.8; E-sel inducer: 0.0

Results for COc1ccc(CN(C(=O)c2cccc(OC)c2)C2CCS(=O)(=O)C2)cc1 (centres undefined) ?
S100A4 inh HTS: -2.5; RAD52 inh: -4.6; ERAP1 HTS inh: -1.5; RAD54 branch: 7.6; Xi reactivation: 0.0; ERp5 block: 1.3; E-sel inducer: 8.5

How did COc1ccc(OC)c2c1sc(=NC(=O)c1cccc(N3C(=O)CCC3=O)c1)n2C do in these assays?
S100A4 inh HTS: -1.7; RAD52 inh: -13.9; ERAP1 HTS inh: 2.8; RAD54 branch: -3.8; Xi reactivation: 0.4; ERp5 block: -5.5; esBAF inh: 7.1; E-sel inducer: 0.2

Results for Cc1cccc(C(=O)NC(C(=O)Nc2cccc(S(=O)(=O)N3CCCC3)c2)C(C)C)c1 (centres undefined) ?
S100A4 inh HTS: -1.0; RAD52 inh: -2.2; ERAP1 HTS inh: -4.7; RAD54 branch: 0.8; Xi reactivation: 0.5; ERp5 block: -1.9; esBAF inh: -3.6

Results for COc1cccc(-c2nc(N)nc(SC)c2C#N)c1 ?
S100A4 inh HTS: 1.7; RAD52 inh: -8.4; ERAP1 HTS inh: 14.2; Xi reactivation: -0.1; ERp5 block: -1.0; E-sel inducer: 0.0

What do the screens show for `CC1(c2nnnn2Cc2ccccc2)CCC(=O)N1Cc1ccc(F)cc1` (centres undefined)?
S100A4 inh HTS: 0.9; RAD52 inh: -14.0; ERAP1 HTS inh: -0.4; Xi reactivation: 0.1; ERp5 block: 2.4; E-sel inducer: -0.2

Results for O=C(NNC(=O)c1ccccc1Br)c1ccncc1 ?
S100A4 inh HTS: -7.7; RAD52 inh: 8.0; ERAP1 HTS inh: 17.6; RAD54 branch: -5.7; Xi reactivation: 0.2; ERp5 block: 3.0; esBAF inh: 12.9; E-sel inducer: 1.3

What do the screens show for `COc1cc(C(=O)COC(=O)c2ccco2)cc(OC)c1OC`?
S100A4 inh HTS: -0.4; RAD52 inh: -12.9; ERAP1 HTS inh: -5.3; RAD54 branch: -5.1; Xi reactivation: 0.3; ERp5 block: -2.2; esBAF inh: -7.9; E-sel inducer: 0.1

How did COc1ccc(/C=C/C(=O)OCC(=O)Nc2ccc3c(c2)OCO3)cc1 do in these assays?
S100A4 inh HTS: -3.6; RAD52 inh: -7.8; ERAP1 HTS inh: 0.8; RAD54 branch: 12.3; Xi reactivation: 0.3; ERp5 block: 2.6; esBAF inh: -9.5; E-sel inducer: -0.1

How did COc1ccccc1N(CC(=O)NCC1CCCO1)C(=O)Cn1nnc(-c2cccs2)n1 (centres undefined) do in these assays?
S100A4 inh HTS: 1.8; RAD52 inh: -44.0; ERAP1 HTS inh: -0.3; Xi reactivation: 0.6; ERp5 block: -2.4; esBAF inh: -0.2

What do the screens show for `CCCN(C(=O)c1cc(S(=O)(=O)N2CCCCCC2)ccc1OC)C1CCS(=O)(=O)C1` (centres undefined)?
S100A4 inh HTS: -3.6; RAD52 inh: -3.7; ERAP1 HTS inh: 0.4; RAD54 branch: 4.4; Xi reactivation: 0.0; ERp5 block: 4.7; esBAF inh: 0.7; E-sel inducer: -0.2

How did COC(=O)c1ccc(C23CC4(C2)[C@H](CN(Cc2ccc(C(F)(F)F)cc2)[C@@H]4c2ccccc2)C3c2ccc(Cl)nc2)cc1 (some centres undefined) do in these assays?
S100A4 inh HTS: -0.1; RAD52 inh: -41.1; ERAP1 HTS inh: 1.5; Xi reactivation: 0.1; ERp5 block: 0.8; E-sel inducer: 0.1

How did Cc1nnc(-c2ccco2)c2cn(-c3cccc(Br)c3)nc12 do in these assays?
S100A4 inh HTS: -25.1; RAD52 inh: -19.0; ERAP1 HTS inh: 6.4; Xi reactivation: 0.0; ERp5 block: 3.0; E-sel inducer: 1.4

What do the screens show for `CC1CCc2sc(C(=O)NC3CCCCC3)cc2C1` (centres undefined)?
S100A4 inh HTS: -1.3; RAD52 inh: -12.6; ERAP1 HTS inh: -3.3; RAD54 branch: -0.9; Xi reactivation: 0.0; ERp5 block: -1.7; esBAF inh: 75.4*

What do the screens show for `CN(c1ccc(NC(=O)Cc2c[nH]c3ccccc23)cc1)c1ccccn1`?
S100A4 inh HTS: -5.4; RAD52 inh: -35.5; ERAP1 HTS inh: -2.2; Xi reactivation: 0.3; ERp5 block: -2.9; E-sel inducer: 0.7

What do the screens show for `CCOc1ccc2oc(C(=O)Nc3nccs3)c(C)c2c1`?
S100A4 inh HTS: 2.0; RAD52 inh: -22.1; ERAP1 HTS inh: 0.7; RAD54 branch: -0.3; Xi reactivation: 0.0; ERp5 block: -1.6; esBAF inh: 6.2; E-sel inducer: 2.0

How did Cc1ccc(S(=O)(=O)CCC(=O)NCc2ccccc2Cl)cc1 do in these assays?
S100A4 inh HTS: 0.9; RAD52 inh: -8.0; ERAP1 HTS inh: -4.8; Xi reactivation: 0.0; ERp5 block: 4.1; E-sel inducer: 0.1

What do the screens show for `CC(C)Oc1ccc(S(=O)(=O)N2CCOCC2)cc1NC(=O)c1nn(C)c(=O)c2ccccc12`?
S100A4 inh HTS: -0.8; RAD52 inh: -3.1; ERAP1 HTS inh: 1.5; RAD54 branch: 1.9; Xi reactivation: 0.0; ERp5 block: -14.4; esBAF inh: 2.0; E-sel inducer: 0.0
